# RAD52 anneal inh: RAD52 (human) annealing inhibition. recombinant RAD52 DNA annealing, FRET fluorescence. inhibition, % at 18.7 µM. P43351. hit rate 0.46% among 360,000;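 active = every replicate showing at least 50% inhibition; inconclusive = mean inhibition at least 50% but not in every replicate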
# esBAF inh: blocks esBAF chromatin remodeling in mouse ES cells; AID 602393; Bmi1-luciferase knock-in reporter, 24 h; 100% = twice the neutral-well signal; hit rate 2% among 350,000; reporter increase, % at 12.5 µM; in the data active = activation above about 40%; inconclusive = no clear call, values can overlap the other calls;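 also: 0% = median of the plate's neutral control wells and 100% = double that signal; a rise in the Bmi1 reporter signal indicates esBAF inhibition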
# ERAP1 inh: ERAP1 (human) enzyme inhibition. recombinant ERAP1, Leu-AMC fluorescence, 60 min. inhibition, % at 10.7 µM. hit rate 0.15% among 340,000;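 active = mean replicate inhibition of at least 30%, or all replicates individually reaching that 30% level; inactive = mean below 30% and not every replicate reaching it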;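 also: 0% = neutral control wells and 100% = L-leucinethiol positive control wells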
# S100A4 inh HTS: inhibitors of human S100A4 binding to myosin IIA peptide; P26447; S100A4/TAMRA-MyoIIA peptide fluorescence polarization; hit rate 0.14% among 360,000; inhibition, % at 10.7 µM;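 active = mean inhibition of at least 70% across replicates, with every replicate also reaching that level; inconclusive = mean inhibition reaches 70% but some replicates fall short; inactive = mean inhibition below 70%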
# Target sequence (P26447 whole entry, looked up): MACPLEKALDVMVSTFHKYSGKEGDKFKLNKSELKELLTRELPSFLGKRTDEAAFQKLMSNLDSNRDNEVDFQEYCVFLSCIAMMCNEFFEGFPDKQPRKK
#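 Test system: S100A4 monomer protein. Medium: HEPES buffer with Ca2+, pH 7.2. Reagent: fluorescent myosin IIA peptide, 5 nM. Compound dosing: single-point compound testing. Timing: 5 min between mix addition and reading. Benchmarks: DMSO neutral and TFP positive wells.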
# E-selectin induc: induces E-selectin expression in human endothelial cells | P16581 | hit rate 0.37% among 260,000 | AID 686992 | HUVEC E-selectin immunofluorescence imaging; normalized: neutral wells 0, TNF-alpha wells 100 | activation, % at 7.58 µM;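 active = mean E-selectin-positive cell signal at least 10% of the positive control, reached in at least 60% of replicates, without over 20% cell loss; inconclusive = no rule given, readout overlaps actives, possibly toxicity-flagged; inactive = the rest, including those meeting only one limit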;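 also: in these data hits start at about 27%; measured in HUVEC primary endothelial cells; signal is the percent of cells scored E-selectin positive by PE staining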
#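 System: HUVEC, human umbilical vein endothelial cells; quantity: 3,000 cells/well; buffer or medium: EGM-2 medium, gelatin-coated wells; dosing: single-point compound dose; detection: immunofluorescence imaging; evaluation: % PE-positive cells; benchmarks: TNF-alpha, DMSO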
# ERp5 block: ERp5 (human) disulfide isomerase inhibition | Q15084 | ERp5 insulin aggregation, absorbance 650 nm, 90 min | inhibition, % at 9.99 µM | hit rate 0.05% among 350,000;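 active = mean replicate inhibition above about 25%, with every replicate also reaching it, limit read from the data, passing the limit was not always enough; inconclusive = only one of those two criteria met; inactive = neither criterion met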
# Xi reactivation: activators of X-chromosome reactivation in mouse fibroblasts; XiGFP mouse fibroblasts, % GFP-positive cells imaging, 3 d; cells co-treated with 5-aza-dC sensitizer; scaled so ellipticine positive control = 100%; activation, % at 7.58 µM; hit rate 0.055% among 360,000; AID 743238;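 active = mean normalized replicate activation at least 10% and every replicate at or above 10%; inconclusive = only one of the two criteria met; inactive = mean below 10% and not all replicates reach 10%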;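 also: 0% = median of on-plate neutral control wells and 100% = ellipticine 6 µM median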
#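 Assay system: SV40-immortalized XiGFP fibroblast cells, line 68-5-11; buffer or medium: DMEM plus 5-aza-dC sensitizer; compound: one concentration, pinned; timing: compounds 3 days, fix/stain 15 min at room temperature; benchmarks: positive control ellipticine, 6 µM final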
# RAD54 inh: inhibitors of human RAD54 branch migration | RAD54 Holliday junction branch migration, FAM/BHQ fluorescence | inhibition, % at 10.4 µM | hit rate 0.14% among 360,000;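 active = mean normalized replicate activity at least 40 and at least half of replicates scoring 40 or more; inconclusive = only one of the two criteria met; inactive = mean below 40 and under half of replicates reaching 40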;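 also: 0% = median of neutral control wells and 100% = median of positive control wells; inhibitors cause a drop in the FAM fluorescence signal; in these data hits start at about 50%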
# Target sequence (Q92698 whole entry, looked up): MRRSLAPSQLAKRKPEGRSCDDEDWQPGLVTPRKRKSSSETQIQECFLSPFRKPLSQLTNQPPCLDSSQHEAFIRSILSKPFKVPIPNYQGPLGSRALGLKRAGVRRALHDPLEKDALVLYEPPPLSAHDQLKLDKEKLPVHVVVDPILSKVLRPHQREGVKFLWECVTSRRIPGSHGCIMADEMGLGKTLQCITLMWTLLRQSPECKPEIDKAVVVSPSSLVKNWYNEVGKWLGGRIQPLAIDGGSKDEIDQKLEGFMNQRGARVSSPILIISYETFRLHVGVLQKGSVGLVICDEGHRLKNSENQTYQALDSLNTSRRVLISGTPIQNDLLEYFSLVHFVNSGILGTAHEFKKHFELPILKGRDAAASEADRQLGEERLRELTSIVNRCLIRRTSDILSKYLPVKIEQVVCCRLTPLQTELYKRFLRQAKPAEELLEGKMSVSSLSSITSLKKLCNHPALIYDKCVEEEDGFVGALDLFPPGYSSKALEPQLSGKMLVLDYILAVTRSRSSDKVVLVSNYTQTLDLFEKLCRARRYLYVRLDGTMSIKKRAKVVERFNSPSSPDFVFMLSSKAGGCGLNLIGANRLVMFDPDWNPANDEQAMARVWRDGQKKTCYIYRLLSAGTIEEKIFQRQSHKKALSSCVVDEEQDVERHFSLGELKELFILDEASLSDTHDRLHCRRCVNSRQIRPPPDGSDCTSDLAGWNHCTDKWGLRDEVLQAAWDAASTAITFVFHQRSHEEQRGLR
# Starred values were filed as active, the others as inactive; u = inconclusive; x = no result given; & = joins results of further samples.
Molecule	RAD52 anneal inh	esBAF inh	ERAP1 inh	S100A4 inh HTS	E-selectin induc	ERp5 block	Xi reactivation	RAD54 inh
Cc1cccc(C)c1NC(=O)CN1C(=O)C(C)Oc2ccccc21 (configuration not stated)	7	-3	1	33	0.4	-3	0.1	3
COc1ccccc1N(CC(=O)NCc1ccco1)S(C)(=O)=O	-2	x	-2	1	x	-2	0.0	x
COc1ccc(N2CCN(C(=S)Nc3ccc(OC)cc3OC)CC2)cc1	-16	2	0	1	-1.2	1	-0.1	-6
O=C(Nc1ccccc1F)c1cc(C(=O)Nc2ccccc2F)cc([N+](=O)[O-])c1	-10	1	2	-5	x	4	0.0	1
Cc1cc(C(=O)O)ccc1N=Cc1c(O)ccc2ccccc12	-24	20	4	-2	x	-1	0.0	-8
CCOC(=O)c1c(-c2ccccc2)oc2ccc(OCC(=O)NNC(=O)CCC(=O)O)cc12	-6	-3	-1	-4	x	1	0.4	-5
CCOC(=O)N1CCN(S(=O)(=O)c2c[nH]c(C(=O)OC)c2)CC1	-19	-2	1	-3	2.1	-6	0.0	-14
CC1(C)CC(=O)C(C=NCCN2CCN(C3CC(=O)N(c4ccc(Cl)c(Cl)c4)C3=O)CC2)=C(O)C1 (configuration not stated)	-12	-7	-1	3	-0.1	-8	0.0	-5
NS(=O)(=O)c1ccc(NC(=O)c2ccc(CSc3ccccc3)o2)cc1	-11	-2	-3	-5	0.3	1	-0.1	-17
CC1CN(C(C)C)C(=S)N(c2ccccc2)C1=O (configuration not stated)	7	x	-9	-3	-0.1	-1	0.2	-2
O=C(Nc1ccc2c(c1)OCCO2)C1c2ccccc2OCC(=O)N1CC(F)(F)F (configuration not stated)	2	x	x	-1	0.4	-2	0.1	x
CCN(CC)C(=O)c1cccc(-c2csc(C(C)(O)c3ccccc3)n2)c1 (configuration not stated)	-7	8	-4	-2	-0.2	4	0.0	4
Cc1ccc(C)c(-n2c(SCC(=O)N3CCC(C(=O)O)CC3)nnc2-c2cccc(Cl)c2)c1	-10	x	-2	-3	x	-1	0.1	x
CO[C@H]1CN(C)C(=O)c2cc(NC(C)=O)ccc2OC[C@H](C)N(Cc2cccnc2)C[C@H]1C	x	0	x	x	-0.2	x	0.0	5
C[C@]12C=CC(=O)C=C1CCC1C2CC[C@@]2(C)C1CCC21OCCO1 (some centres not stated)	-9	-3	2	2	-0.6	5	-0.1	2
COC(=O)c1cc2c(c3c4cc(F)ccc4n(S(=O)(=O)c4ccc(C)cc4)c13)C(=O)N(Cc1ccccc1OC)C2	-41	x	-5	2	-0.2	4	0.0	x
C[C@H]1CN([C@@H](C)CO)C(=O)c2cc(NC(=O)C3CCCCC3)ccc2O[C@H]1CN(C)S(=O)(=O)c1ccc(F)cc1	10	4	0	-2	-3.2	-4	-1.1	-4
CCN(c1ccccc1)S(=O)(=O)c1ccc(C(=O)Nc2cccc(NC(C)=O)c2)cc1	-29	11	-4	0	-0.9	-1	0.0	2
CCCCN1Cc2ccccc2Oc2cc(Br)ccc2S1(=O)=O	2	-2	5	-1	2.6	1	-0.2	-1
CCN1C(=O)N[C@@H](c2ccccc2)[C@H](C(C)=O)[C@H]1C	-7	-3	x	27	0.9	-1	-0.1	8
COc1ccc(NC(=O)N(C)C[C@@H]2Oc3cc(-c4cccc(C(=O)N(C)C)c4)ccc3S(=O)(=O)N([C@@H](C)CO)C[C@H]2C)cc1	2	5	-2	-13	0.2	2	-0.1	1
COCCn1c(SCC(=O)Nc2ccc(OC)c(S(N)(=O)=O)c2)nc2ccccc2c1=O	-10	8	0	-4	-1.4	2	0.0	-3
COc1ccc2c(c1OC)C(=O)OC2Nc1nc(-c2cc3cc(Br)ccc3oc2=O)cs1 (configuration not stated)	-10	65*	-1	0	-0.2	5	-0.2	11
COC(=O)c1ccc(COC(=O)C(CCSC)NC(=O)COc2ccccc2)cc1 (configuration not stated)	-1	-1	-1	-2	1.1	6	0.2	4
COCC(=O)N1CC(=O)N2[C@H](C1)[C@@H](c1ccc(C#CC3CC3)cc1)[C@@H]2CO	5	x	-5	19	0.5	1	0.1	x
COCCCNC(=O)CC1C[C@H](C(=O)N2CCCCC2)[C@@]2(C)c3[nH]c4ccccc4c3CCN2C1=O (some centres not stated)	-15	2	-2	-1	-0.2	1	-0.2	-1
COc1cc(-c2ccc3oc(-c4cccc(C)c4)c(C#CC4(O)CCCCC4)c3c2)cc(OC)c1OC	-18	-6	4	3	-0.1	0	-0.3	-2
N#Cc1ccc(NCC(=O)N2CCN(S(=O)(=O)c3ccccc3)CC2)cc1	1	-7	0	-2	0.0	-3	0.0	16
Cn1nnnc1SCC(=O)Nc1ccc(S(=O)(=O)N2CCOCC2)cc1	-8	x	4	-6	-0.2	4	0.1	x
CCCCNC(=O)COC(=O)c1ccccc1F	3	x	-2	-2	-0.2	-3	0.2	-1
CCCCCN(C(=O)CCC(=O)OC(C)C(=O)c1ccccc1)c1c(N)n(CCCC)c(=O)[nH]c1=O (configuration not stated)	-9	x	4	1	-0.1	0	0.2	-11
C[C@@H]1CN([C@@H](C)CO)C(=O)c2cc(NS(=O)(=O)c3ccccc3)ccc2O[C@@H](C)CCCCO[C@H]1CN(C)C(=O)CCC(F)(F)F	3	2	2	-8	0.3	-1	-0.3	4
CCCC#Cc1ccc([C@@H]2[C@H]3CN(C(=O)Nc4ccccc4F)CC(=O)N3[C@H]2CO)cc1	-21	x	4	-11	-0.2	-3	0.2	x
CC(=O)c1ccc(NC(=O)/C(=C\c2ccco2)NC(=O)c2ccco2)cc1	-34	5	-6	-1	0.0	-1	0.0	5
OCC1(Cc2cccc(F)c2)CCN(Cc2cccc3nccnc23)CC1	-17	-7	-2	4	-2.3	-3	0.2	-9
O=C(CN1CCN(Cc2ccccc2F)C1=O)NC1CCCC1	2	-4	2	0	2.0	2	0.0	-4
COc1ccc(N(C(=O)c2cnccn2)C(C(=O)NC2CCCCC2)c2cc(OC)c(OC)c(OC)c2)cc1 (configuration not stated)	-9	-1	-2	-2	0.0	1	0.1	x
CO[C@@H]1CN(C)C(=O)c2cc(NC(=O)c3cccc(F)c3)ccc2OC[C@@H](C)N(C)C[C@@H]1C	6	3	3	1	0.0	6	0.2	-20
COc1ccc(NC(=O)C2(C)CCN2Cc2ccccc2Cl)cc1OC (configuration not stated)	0	-3	2	0	-0.1	-4	0.0	-3
CNc1cc(CSC)nc(SCc2ccc(Cl)cc2Cl)n1	-15	9	-1	-2	x	3	x	x
CCSc1nc2sc3c(c2c2[n+]1CC(CBr)O2)CCCC3 (configuration not stated)	-4	x	1	-16	x	-1	1.2	-3
CC(C)CC(=O)N1CCN(Cc2cccc(Cl)c2)CC1	-9	0	3	-1	x	1	0.1	-5
NCC(=O)NNC(=O)OCC1c2ccccc2-c2ccccc21	-4	5	1	-2	x	-1	0.0	5
CCOc1ccc(NC(=O)CN(C)C(=O)c2csc3c2CCCC3)cc1OCC	-3	-1	4	-4	x	0	-0.1	6
C[C@H](CO)N1C[C@H](C)[C@H](CN(C)S(C)(=O)=O)Oc2ncc(-c3cccc(F)c3)cc2C1=O	2&-8	-2&-7	-7&5	-3&0	-0.3	-7&-9	-0.8	5&7
O=C(C1CCC1)N1C[C@H]2[C@@H](c3ccccc31)[C@H](CO)N2S(=O)(=O)c1ccccc1	-18	-6	0	-1	0.1	-4	0.4	19
CC1N(C(=O)N(C)C)CCN1S(=O)(=O)c1ccccc1 (configuration not stated)	-9	5	1	2	x	-6	0.8	-11
[O-]/C(=C(\C(=S)Nc1ccccc1F)[n+]1ccccc1)c1ccc(-c2ccccc2)cc1	-23	34	-3	2	2.5	1	0.0	-10
Cc1ccc(-c2cc(C(=O)N/N=C/C=C/c3ccccc3)n[nH]2)o1	-21	x	2	-12	x	-2	0.2	x
Cc1ccc(NC(=O)CN2C(=O)N/C(=C/c3cc(C)n(-c4ccc(C(=O)O)cc4)c3C)C2=O)cc1	-38	x	10	-6	x	-2	-0.1	x
O=C(NC1CCCCC1)N1CC2(C1)[C@H](c1ccccc1)[C@H](CO)N2S(=O)(=O)Cc1ccccc1	10	x	-1	-8	0.1	-6	0.0	x
CCN1CCN(C(=O)NC(c2ccc(C)c(F)c2)C(Cl)Cl)CC1 (configuration not stated)	-11	x	4	-14	x	3	0.0	-7
OCC1(Cc2ccccc2)CCN(Cc2cnn(-c3ccccc3F)c2)CC1	-14	x	-3	0	1.9	6	0.2	x
CCOc1ccc(N(C)S(=O)(=O)c2ccc(C)c(C(=O)OCC(=O)c3c[nH]c4ccccc34)c2)cc1	-23	x	-1	2	-0.2	0	0.2	x
COc1ccc(C2=NN(C(=O)c3ccccc3)C(c3ccc(OC)c(OC)c3)C2)c(O)c1 (configuration not stated)	-5	5	4	0	x	1	0.0	-9
CCOC(=O)c1c(NC(=O)CCl)sc(CN(C)C)c1-c1ccccc1	-1	x	11	-3	x	4	0.1	x

# The listing continues.
Molecule	RAD52 anneal inh	esBAF inh	ERAP1 inh	S100A4 inh HTS	E-selectin induc	ERp5 block	Xi reactivation	RAD54 inh
O=C(Nc1nnc(C23CC4CC(CC(C4)C2)C3)s1)c1ccc(N2C(=O)CCC2=O)cc1	-3	-5	2	-2	-0.1	11	0.1	-4
COc1cc(/C=N/n2c(-c3ccccc3)n[nH]c2=S)cc(OC)c1O	-21	x	3	-3	x	-5	-0.1	-2
CC(Sc1ncccn1)C(=O)Nc1ccc2c(c1)OCCO2 (configuration not stated)	-5	8	-2	-4	-2.0	7	0.1	0
C[C@@H]1CCCCO[C@H](CN(C)C(=O)Cc2ccccc2)[C@H](C)CN([C@@H](C)CO)C(=O)c2cc(NS(=O)(=O)c3cccs3)ccc2O1	-7	15	1	-7	-0.1	-4	-0.1	-4
CC(=O)c1ccc(N2CCN(C3CCC(C(C)(C)C)CC3)CC2)cc1 (configuration not stated)	-15	-8	0	20	0.0	3	0.0	3
Cc1ccccc1NC(=O)/C(C#N)=C/c1ccc(-c2ccc(Cl)c(C(=O)O)c2)o1	-111	31	-43	56	x	3	0.0	-5
Cc1ccn(-c2ccc(NC(=O)c3cccs3)cc2)n1	-8	17	2	-18	x	-16	0.0	-6
O=S(=O)(c1ccccc1)n1cc(-c2cccc3nccn23)c2ccccc21	-44	2	-2	-3	0.8	-10	0.0	-8
Cc1ccc(-c2nn3c(-c4ccccc4)nnc3o2)cc1	-13	x	0	-2	-0.2	-6	0.3	0
CCCOc1ccc(NC(=O)Cc2ccc(S(=O)(=O)N3CCOCC3)s2)cc1OCCC	-5	-4	-3	u	0.2	4	0.2	-8
COC(=O)C[C@H]1C=C[C@H](NC(=O)c2ccccn2)[C@@H](CO)O1	-7	x	0	-2	-0.3	-2	0.4	x

# Bioassay records: PubChem, Broad Institute
